Compound activity from PubChem.
Wnt bcat act – Wnt/beta-catenin pathway activators, primary screen, cell-based, plate reader, single point | activation, % at 9.35 µM | 1.2% of 300,000 active | Wnt/beta-catenin reporter cell assay, activator; in the data active means activation above about 30%, passing the limit was not always enough;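 further: 0% = neutral control wells and 100% = positive control wells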
SR-BI DiI-HDL act – activators of SR-BI mediated DiI-HDL uptake, primary screen, ldlA[mSR-BI] CHO cells, DiI fluorescence; 3 h; 100 = double the neutral-control signal; activation, % at 12.5 µM; AID 504775, 2011; 0.096% of 320,000 active;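 active means mean replicate activation of at least 60% and every replicate at or above 60%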;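 further: 0% = median plate neutral-control signal and 100% = twice that signal; values of inactives mirror those of a sister screen read the other way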
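Assay system: LDL receptor-deficient CHO ldlA cells overexpressing murine SR-BI / Medium: BSA-supplemented, HEPES-buffered Ham's F12, pH 7.4 / Probe or stimulus: DiI-labelled HDL at 10 µg/mL final / Timing: compound with DiI-HDL co-incubation, 3 h at 37 °C / Technique: bottom-read cell fluorescence after medium removal, ex 550/em 595 nm / Measure: HDL uptake via cellular fluorescence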
Tat export inh – E. coli Tat export inhibitors, primary screen, MC4100, TorA-mCherry reporter, fluorescence, single point | inhibition, % at 10 µM | 0.036% of 340,000 active;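 active means mean replicate inhibition at least 50% and at least half of replicates individually reaching 50%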;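 further: exported cargo escapes ClpAP degradation while cytoplasmic cargo is degraded and loses fluorescence; 0% = median of neutral control wells and 100% = median of NaSCN control wells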
AddAB inh – growth inhibition of E. coli expressing H. pylori AddAB, primary screen, AddAB inhibitor project, absorbance; inhibition, % at 11.9 µM; 0.29% of 330,000 active; in the data active means inhibition above about 12%;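 further: 0% = vehicle wells of infected cells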
E coli growth – E. coli V3065 growth inhibition, primary screen, counter-screen for AddAB inhibitor project, absorbance, OD600. 0.27% of 330,000 active. AID 449728, 2010. inhibition, % at 11.9 µM. 18 h;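 active means inhibition above the campaign's mean inhibition across all tested compounds plus 3 SD, cut at about 9.9% in these data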;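 further: uninfected addAB+ strain grown without phage in ampicillin broth; 0% = DMSO wells and 100% = ciprofloxacin 0.95 µg/ml wells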
SR-BI HDL uptake – inhibitors of SR-BI mediated HDL lipid uptake, primary screen, ldlA[mSR-BI] cells, fluorescence, single point; Scavenger receptor class B member 1 (Mus musculus), Q61009; ldlA[mSR-BI] CHO cells, DiI-HDL uptake fluorescence, 3 h; inhibition, % at 12.5 µM; 0.96% of 320,000 active; AID 488896, 2010;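 active means mean replicate inhibition of at least 70% and a set share of replicates each scoring 70 or more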;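 further: 0% = median of neutral control wells and 100% = median of positive control wells; values of inactives mirror those of a sister screen read the other way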
Target sequence (Q61009 whole entry, looked up): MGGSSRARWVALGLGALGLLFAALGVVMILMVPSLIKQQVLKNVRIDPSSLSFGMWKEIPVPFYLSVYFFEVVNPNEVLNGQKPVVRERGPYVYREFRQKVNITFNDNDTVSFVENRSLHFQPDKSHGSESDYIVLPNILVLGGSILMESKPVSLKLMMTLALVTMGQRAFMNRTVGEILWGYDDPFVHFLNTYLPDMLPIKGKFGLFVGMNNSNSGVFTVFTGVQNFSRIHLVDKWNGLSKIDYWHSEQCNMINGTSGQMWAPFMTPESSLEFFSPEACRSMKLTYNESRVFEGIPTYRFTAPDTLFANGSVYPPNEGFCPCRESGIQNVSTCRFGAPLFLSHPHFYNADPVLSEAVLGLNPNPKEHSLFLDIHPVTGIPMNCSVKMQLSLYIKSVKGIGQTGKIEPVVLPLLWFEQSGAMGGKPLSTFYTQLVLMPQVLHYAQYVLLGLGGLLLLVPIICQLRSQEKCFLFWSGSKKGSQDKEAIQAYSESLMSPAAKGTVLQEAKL
phage Ecoli inh – growth loss of phage-infected E. coli, primary screen, RecBCD inhibitor project, absorbance, with phage, HTS; inhibition, % at 11.9 µM; 0.26% of 360,000 active; AID 651602, 2012; in the data active means inhibition above about 11%
CAL PDZ FP-1 – CAL PDZ peptide-binding inhibitors, primary screen, biochemical, fluorescence polarization, Cer-tagged CAL PDZ, HTS. purified CAL PDZ, TMR-peptide fluorescence polarization, 1 h. Golgi-associated PDZ and coiled-coil motif-containing protein (Homo sapiens), Q9HD26. 0.02% of 330,000 active. inhibition, % at 20 µM. AID 504414, 2011;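 active means highest replicate inhibition of at least 40%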;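 further: plate controls were DMSO neutral control wells for no effect and unlabeled competitor peptide control wells for full effect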
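Test system: tagged CAL PDZ domain / Buffer or medium: sodium phosphate/NaCl buffer pH 7.4 with TCEP, IgG, Thesit / Reagent: TMR-labelled reporter peptide T*-PRC34 bound in PDZ groove / Compound dosing: single point, 20 µM / Schedule: 1 h incubation at room temperature before polarization reading / Technique: fluorescence polarization (mP) / Benchmarks: unlabelled peptide, DMSO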
MITF act – activators of MITF-driven TRPM1 promoter reporter, primary screen, cell-based, SK-MEL-5, luciferase, single point. AID 588334, 2011. SK-MEL-5 TRPM1-promoter luciferase, 24 h; % of positive control, neutral wells = 0. 0.75% of 300,000 active. activation, % at 12.5 µM;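 active means mean activation of at least 80% with every replicate also reaching 80%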;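 further: 0% = neutral control wells and 100% = parthenolide positive control wells; values of inactives mirror those of a sister screen read the other way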
CAL PDZ FP-2 – untagged CAL PDZ binding inhibitors, primary screen, biochemical, fluorescence polarization, HTS. 0.92% of 300,000 active. Golgi-associated PDZ and coiled-coil motif-containing protein (Homo sapiens), Q9HD26. inhibition, % at 24.9 µM. AID 602252, 2012. purified CAL PDZ, TMR-peptide fluorescence polarization, 1 h;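 active means mean inhibition of at least 30% with at least half of replicates also reaching 30%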;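 further: 0% = DMSO neutral control and 100% = excess unlabeled competitor peptide PRC23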
Starred values were filed as active, the others as inactive. Rows were taken by chance; any-hit rate near 3.6%.

Start of the data: the first 2 compounds, to show the layout:
Results for CCC(CC)C(=O)N=C1SC2CS(=O)(=O)CC2N1CCc1ccc(OC)cc1 (centres undefined) ?
Wnt bcat act: -1; SR-BI DiI-HDL act: 9; Tat export inh: 20; AddAB inh: 0.9; E coli growth: 0.4; SR-BI HDL uptake: -9; phage Ecoli inh: -0.1; CAL PDZ FP-1: -0.3; MITF act: 20; CAL PDZ FP-2: -3

How did C=C(C)C1Cc2cc3ccc(=O)oc3cc2O1 (centres undefined) do in these assays?
SR-BI DiI-HDL act: 47; Tat export inh: 18; AddAB inh: 3.5; E coli growth: 0.3; SR-BI HDL uptake: -47; phage Ecoli inh: 3.7; CAL PDZ FP-1: 0.5; MITF act: 38; CAL PDZ FP-2: 1

The whole of this part, from the start:
Results for CCC(CC)C(=O)N=C1SC2CS(=O)(=O)CC2N1CCc1ccc(OC)cc1 (centres undefined) ?
Wnt bcat act: -1; SR-BI DiI-HDL act: 9; Tat export inh: 20; AddAB inh: 0.9; E coli growth: 0.4; SR-BI HDL uptake: -9; phage Ecoli inh: -0.1; CAL PDZ FP-1: -0.3; MITF act: 20; CAL PDZ FP-2: -3

How did C=C(C)C1Cc2cc3ccc(=O)oc3cc2O1 (centres undefined) do in these assays?
SR-BI DiI-HDL act: 47; Tat export inh: 18; AddAB inh: 3.5; E coli growth: 0.3; SR-BI HDL uptake: -47; phage Ecoli inh: 3.7; CAL PDZ FP-1: 0.5; MITF act: 38; CAL PDZ FP-2: 1

Results for CN(C)c1ccc(S(=O)(=O)NCC(=O)OCC(=O)Nc2cccc(Cl)c2)cc1[N+](=O)[O-] ?
Wnt bcat act: -1; SR-BI DiI-HDL act: -8; Tat export inh: 2; AddAB inh: -2.8; E coli growth: 0.6; SR-BI HDL uptake: 8; phage Ecoli inh: 5.0; CAL PDZ FP-1: -2.3; MITF act: -2; CAL PDZ FP-2: -2

What do the screens show for `Cc1ccc(-n2ncc(C(=O)Nc3cc(Cl)ccc3C)c2C2CCNCC2)cc1C`?
Wnt bcat act: -5; SR-BI DiI-HDL act: 6; Tat export inh: 0; AddAB inh: 0.2; E coli growth: -0.3; SR-BI HDL uptake: -6; phage Ecoli inh: 4.2; CAL PDZ FP-1: -3.1; MITF act: 11; CAL PDZ FP-2: -5

Results for CCc1ccc(-c2cc(C)no2)cc1S(=O)(=O)Nc1ccc(C)cn1 ?
Wnt bcat act: 0; SR-BI DiI-HDL act: -3; Tat export inh: -5; AddAB inh: 4.2; E coli growth: 0.1; SR-BI HDL uptake: 3; phage Ecoli inh: 2.4; CAL PDZ FP-1: -0.4; MITF act: -8; CAL PDZ FP-2: 3

Results for O=C(Cn1cc(C(=O)C2CC2)c2ccccc21)NCC1CCCO1 (centres undefined) ?
Wnt bcat act: -2; SR-BI DiI-HDL act: 1; Tat export inh: 0; AddAB inh: 0.2; E coli growth: -1.2; SR-BI HDL uptake: -1; phage Ecoli inh: 4.3; CAL PDZ FP-1: -0.2; MITF act: -1; CAL PDZ FP-2: -2

Results for COC(=O)c1ccc(NC(c2ccc(Cl)cc2)P(=O)(OC)OC)cc1 (centres undefined) ?
SR-BI DiI-HDL act: 3; Tat export inh: 3; AddAB inh: 2.7; E coli growth: -2.0; SR-BI HDL uptake: -3; phage Ecoli inh: 1.2; CAL PDZ FP-1: -2.0; MITF act: 4; CAL PDZ FP-2: -4

How did Fc1ccc(-n2nnnc2-c2ccccc2Cl)cc1 do in these assays?
Wnt bcat act: -3; SR-BI DiI-HDL act: 10; Tat export inh: -2; AddAB inh: 0.7; E coli growth: -2.0; SR-BI HDL uptake: -10; phage Ecoli inh: 0.8; CAL PDZ FP-1: -1.1; MITF act: 1; CAL PDZ FP-2: 4

Results for Cc1cc(-c2csc(N)n2)c(C)n1Cc1ccccc1 ?
Wnt bcat act: 0; SR-BI DiI-HDL act: -14; Tat export inh: -3; AddAB inh: -3.1; E coli growth: -0.8; SR-BI HDL uptake: 14; phage Ecoli inh: 3.0; CAL PDZ FP-1: 0.5; MITF act: -3; CAL PDZ FP-2: -1

What do the screens show for `COc1cc(CNCCc2ccc(F)cc2)ccc1OCc1ccc(Cl)nc1`?
SR-BI DiI-HDL act: -10; Tat export inh: -1; AddAB inh: -1.7; E coli growth: 1.5; SR-BI HDL uptake: 10; phage Ecoli inh: 3.4; CAL PDZ FP-1: -1.3; MITF act: 20; CAL PDZ FP-2: -2

Results for O=C(CNS(=O)(=O)c1cccs1)N1CCN(c2ccccc2F)CC1 ?
Wnt bcat act: -1; Tat export inh: 12; AddAB inh: 2.7; E coli growth: 0.8; phage Ecoli inh: 1.0; CAL PDZ FP-1: -1.8; MITF act: 49; CAL PDZ FP-2: -2

How did Cc1cccc(Nc2nc(-c3ccccc3)cs2)n1 do in these assays?
Wnt bcat act: 20; SR-BI DiI-HDL act: -52; Tat export inh: 10; AddAB inh: 1.1; E coli growth: 0.1; SR-BI HDL uptake: 52; phage Ecoli inh: 0.7; CAL PDZ FP-1: -0.4; CAL PDZ FP-2: -6

How did CN(CC(=O)NCC1CCCCC1)S(=O)(=O)c1ccc(Cl)cc1 do in these assays?
Wnt bcat act: -5; SR-BI DiI-HDL act: 1; Tat export inh: 4; AddAB inh: -0.3; E coli growth: -0.4; SR-BI HDL uptake: -1; phage Ecoli inh: 3.0; CAL PDZ FP-1: -0.4; MITF act: 3; CAL PDZ FP-2: 0

How did COc1ccc(/C=C(\NC(=O)c2ccccc2)C(=O)NCCN2CCOCC2)cc1 do in these assays?
Wnt bcat act: 1; Tat export inh: -4; AddAB inh: 2.3; E coli growth: -3.0; phage Ecoli inh: 4.1; CAL PDZ FP-1: 1.0; MITF act: 2

How did CCCCn1c(SCC(=O)N2CCCC2=O)nc2cc(S(N)(=O)=O)ccc21 do in these assays?
Wnt bcat act: 1; SR-BI DiI-HDL act: 24; Tat export inh: 0; AddAB inh: 0.5; E coli growth: 2.1; SR-BI HDL uptake: -24; phage Ecoli inh: -1.2; CAL PDZ FP-1: -1.5; MITF act: 4; CAL PDZ FP-2: -6

Results for COc1cc(-c2cc(C(=O)Nc3cc(S(=O)(=O)N4CCOCC4)ccc3C)c3ccccc3n2)cc(OC)c1OC ?
Wnt bcat act: 1; SR-BI DiI-HDL act: -56; Tat export inh: 17; SR-BI HDL uptake: 56; phage Ecoli inh: 0.3; CAL PDZ FP-1: -3.5; MITF act: 11; CAL PDZ FP-2: 1

Results for COc1ccc(OCC(=O)OCC(=O)NC2CCCCC2C)cc1 (centres undefined) ?
Wnt bcat act: -1; SR-BI DiI-HDL act: 7; Tat export inh: -4; AddAB inh: 0.3; E coli growth: -0.5; SR-BI HDL uptake: -7; phage Ecoli inh: -1.6; CAL PDZ FP-1: -0.9; MITF act: 11

Results for Cc1c(OCC(=O)N2CCC(C(=O)O)CC2)ccc2c1oc(=O)c1ccccc12 ?
Wnt bcat act: -1; SR-BI DiI-HDL act: 9; Tat export inh: -1; AddAB inh: 0.7; E coli growth: -3.5; SR-BI HDL uptake: -9; phage Ecoli inh: 4.3; CAL PDZ FP-1: 1.0; MITF act: 12; CAL PDZ FP-2: -2

Results for O=C(/C=C/c1ccc(O)cc1)c1ccccc1 ?
Wnt bcat act: 38*; Tat export inh: -2; AddAB inh: 2.2; E coli growth: 1.6; phage Ecoli inh: 3.5; CAL PDZ FP-1: -2.7; MITF act: 69; CAL PDZ FP-2: -3

How did COC(=O)c1sc(NC(=O)c2ccco2)c(C#N)c1C do in these assays?
Wnt bcat act: 2; SR-BI DiI-HDL act: 2; Tat export inh: 5; AddAB inh: 3.4; E coli growth: -1.0; SR-BI HDL uptake: -2; phage Ecoli inh: -1.5; CAL PDZ FP-1: 0.9; MITF act: 5; CAL PDZ FP-2: -4

What do the screens show for `COc1ccc(NC(=O)Cc2ccc(-c3ccccc3)cc2)cn1`?
Wnt bcat act: -2; SR-BI DiI-HDL act: -12; Tat export inh: -8; AddAB inh: -0.5; E coli growth: -2.8; SR-BI HDL uptake: 12; phage Ecoli inh: 2.0; CAL PDZ FP-1: -1.6; MITF act: -7; CAL PDZ FP-2: -4

How did Cc1ccc(NC(=O)n2ncc3c(C)cccc32)cc1F do in these assays?
Wnt bcat act: 18; SR-BI DiI-HDL act: -8; Tat export inh: 2; AddAB inh: -0.9; E coli growth: 0.9; SR-BI HDL uptake: 8; phage Ecoli inh: 1.4; CAL PDZ FP-1: 1.7; MITF act: 18; CAL PDZ FP-2: -5

What do the screens show for `CCCCn1c(SCC(=O)NCc2ccc3c(c2)OCO3)nnc1C(CC)N(C)C` (centres undefined)?
Wnt bcat act: -2; SR-BI DiI-HDL act: 7; Tat export inh: 4; SR-BI HDL uptake: -7; phage Ecoli inh: 1.2; CAL PDZ FP-1: -0.8; MITF act: 14; CAL PDZ FP-2: -6

Results for CCCC1C2C(=O)N(c3cccc(C)c3)C(=O)C2ON1c1ccccc1 (centres undefined) ?
Wnt bcat act: -4; SR-BI DiI-HDL act: 9; Tat export inh: -14; AddAB inh: 0.2; E coli growth: 0.1; SR-BI HDL uptake: -9; phage Ecoli inh: -2.9; CAL PDZ FP-1: -1.4

How did COc1cc(/C=C2\NC(=S)N(C)C2=O)ccc1OCc1ccccc1F do in these assays?
Wnt bcat act: 0; SR-BI DiI-HDL act: -77; Tat export inh: -3; AddAB inh: 1.2; E coli growth: -0.3; SR-BI HDL uptake: 77*; phage Ecoli inh: -0.6; CAL PDZ FP-1: 0.0; MITF act: 3; CAL PDZ FP-2: -5

How did COc1ccc(NC(=O)c2oc3ccccc3c2CSC)cn1 do in these assays?
Wnt bcat act: 1; SR-BI DiI-HDL act: -10; Tat export inh: 4; SR-BI HDL uptake: 10; phage Ecoli inh: 0.6; CAL PDZ FP-1: -0.7; MITF act: 4; CAL PDZ FP-2: -1

What do the screens show for `COc1ccc(CCNC(=O)C(=O)NCC2OCCN2S(=O)(=O)c2cccs2)cc1OC` (centres undefined)?
Wnt bcat act: 1; SR-BI DiI-HDL act: 2; Tat export inh: 5; AddAB inh: -1.7; E coli growth: -0.7; SR-BI HDL uptake: -2; phage Ecoli inh: 0.6; CAL PDZ FP-1: -2.6; MITF act: -1; CAL PDZ FP-2: -3

What do the screens show for `COc1ccc(C(C)(C)NC(=O)C2CCC(=O)N(C3CC3)C2)cc1OC` (centres undefined)?
Wnt bcat act: 0; SR-BI DiI-HDL act: 21; Tat export inh: 1; AddAB inh: -0.4; E coli growth: 2.4; SR-BI HDL uptake: -21; phage Ecoli inh: 0.7; CAL PDZ FP-1: -2.2; MITF act: 9; CAL PDZ FP-2: -1
